# mIDH1 inhibitor – inhibitors of human mutant IDH1 R132H | IDH1-R132H enzyme, NADPH consumption, diaphorase/resazurin fluorescence | Potency, µM (highest dose often 76.6 µM), for the others: at the top dose activity change, negative = inhibition, usual class: inhibitors | 390,000 compounds, 0.093% hits | AID 602179; also: % is scaled to controls: 0 for no effect and ±100 for the full control effect; nearly all actives have a fitted effect of over 65% in size
#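 IDH1-R132H (0.5 ug/mL) preincubated 30 min with compound, then NADPH (0.016 mM) and alpha-KG (2 mM) added; 80 min at RT, pH 7.5. Remaining NADPH coupled via diaphorase/resazurin to fluorescence (540/590 nm); concentration-response curves normalized to no-enzyme control.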
# TrxR1 substrate – rat thioredoxin reductase 1 substrate activity. purified TrxR1 substrate turnover, NADPH consumption readout. Potency, µM (titrated, usually from 114 µM), for inactives: at the highest dose activity change, negative = substrate turnover. 390,000 compounds, 0.01% hits. AID 588456; also: % is scaled to controls: 0 for no effect and ±100 for the full control effect; nearly all actives have a fitted effect of over 50% in size
#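 Rat TrxR1, dispensed at 90 nM, was prereduced with 400 uM NADPH (final) for 5 min at ~22 deg C, then incubated with compound 15 min before 400 uM selenite. A first-read NADPH fluorescence drop versus no-compound background flagged substrates.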
# Vif-A3F inh – blocks the Vif interaction with APOBEC3F; HeLa A3F-eYFP + Vif (tagged APOBEC3F with the HIV-1 protein that degrades it), YFP fluorescence increase; 390,000 compounds, 0.2% hits; Potency, µM (top dose mostly 46.1 µM), without a hit: at the top dose activity, negative = active; also: % of control where 0% means no effect; nearly all actives have a fitted effect of over 65% in size
#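 Fluorescence increase (Ex 488/Em 500-530) after overnight compound treatment at 37 deg C flags inhibition of Vif-driven A3F-eYFP loss in stable HeLa A3F-eYFP/Vif cells seeded overnight beforehand.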
# ALOX12 inh – blocks human arachidonate 12S-lipoxygenase; Potency, µM (top dose mostly 108 µM), for the others: top-dose activity change, negative = inhibition, hits mostly inhibitors; purified 12hLO, xylenol orange hydroperoxide absorbance; P18054; 580,000 compounds, 1.1% hits; also: % is scaled to controls: 0 for no effect and ±100 for the full control effect
# Target sequence (P18054 whole entry, looked up): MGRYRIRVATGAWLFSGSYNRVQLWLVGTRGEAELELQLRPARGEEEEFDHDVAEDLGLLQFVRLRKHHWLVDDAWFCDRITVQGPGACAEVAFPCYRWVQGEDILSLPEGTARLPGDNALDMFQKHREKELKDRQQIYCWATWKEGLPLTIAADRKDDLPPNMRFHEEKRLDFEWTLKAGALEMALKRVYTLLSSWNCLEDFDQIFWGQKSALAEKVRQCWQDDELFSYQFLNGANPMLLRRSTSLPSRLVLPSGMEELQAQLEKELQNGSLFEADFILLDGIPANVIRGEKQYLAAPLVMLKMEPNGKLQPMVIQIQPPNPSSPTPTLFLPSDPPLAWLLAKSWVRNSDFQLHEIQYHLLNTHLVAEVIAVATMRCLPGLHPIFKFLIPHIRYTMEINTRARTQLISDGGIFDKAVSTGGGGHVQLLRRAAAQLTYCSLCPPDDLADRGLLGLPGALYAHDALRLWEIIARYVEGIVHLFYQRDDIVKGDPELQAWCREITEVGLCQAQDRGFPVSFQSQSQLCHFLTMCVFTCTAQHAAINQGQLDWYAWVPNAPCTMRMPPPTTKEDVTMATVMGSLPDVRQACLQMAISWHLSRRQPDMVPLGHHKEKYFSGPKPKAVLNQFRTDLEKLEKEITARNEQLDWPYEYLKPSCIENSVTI
#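 Hydroperoxide product was detected by ferrous iron/xylenol orange as the 573 to 405 nm absorbance ratio. Arachidonic acid at 40 uM (final) was turned over for 30 min at room temperature by 150 nM human 12hLO, pH 7.0 Hepes buffer, after 15 min compound preincubation.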
# RXFP1 agonist – agonists of human relaxin receptor RXFP1 | AID 2676 | HEK293T-RXFP1 cAMP TR-FRET, 30 min; response scale: percent of porcine relaxin response, buffer zero | Q9HBX9 | Potency, µM (highest dose often 57.5 µM), for the others: top-dose activation, hits mostly activators | 370,000 compounds, 0.3% hits; also: % is scaled to controls: 0 for no effect and ±100 for the full control effect; nearly all actives have a fitted effect of over 60% in size; many of its hits are not listed in these tables
#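 HEK293 cells stably expressing RXFP1, treated 30 min at 37C with compounds plus PDE4 inhibitor Ro 20174; cAMP measured by HTRF TR-FRET. Normalized to buffer and 29 nM porcine relaxin; EC50 by Hill fit.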
# USP1-UAF1 inh – blocks the human USP1/UAF1 deubiquitinase complex | O94782 | recombinant USP1/UAF1, Ub-Rhodamine cleavage fluorescence | Potency, µM (highest dose often 57.1 µM), inactives show top-dose activity change, negative = inhibition, usual class: inhibitors | 390,000 compounds, 0.23% hits; also: % is scaled to controls: 0 for no effect and ±100 for the full control effect; nearly all actives have a fitted effect of over 60% in size; inactives centre near -12
#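 USP1/UAF1 complex at 1 nM was preincubated with compound for 15 min at room temperature, then Ub-Rho substrate (150nM final) was added. Fluorescence (480/540 nm) was read kinetically, 6 reads every 60 seconds.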
# rTrxR1 inhibitor – rat TrxR1 inhibition; O89049; recombinant rTrxR1, NADPH fluorescence consumption, selenite substrate; Potency, µM (highest dose often 114 µM), for inactives: top-dose activity change, negative = inhibition, usual class: inhibitors; 390,000 compounds, 1% hits; also: % is scaled to controls: 0 for no effect and ±100 for the full control effect; nearly all actives have a fitted effect of over 65% in size
#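 Rat TrxR1 (90 nM in the dispensed reagent) was pre-reduced with 400 uM NADPH for 5 min at room temperature, then incubated with compound for 15 min. After 400 uM selenite was added, NADPH fluorescence (Ex 340/Em 450 nm) was followed for 8 min.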
# RGS4 inh – blocks human RGS4-accelerated GTP hydrolysis; Potency, µM (doses to about 114 µM), inactives show at the highest dose activity change, negative = inhibition, actives largely listed as inhibitors; Transcreener GDP fluorescence polarization, RGS4-accelerated GTP hydrolysis; 390,000 compounds, 0.039% hits; P49798; also: % is scaled to controls: 0 for no effect and ±100 for the full control effect; nearly all actives have a fitted effect of over 75% in size; some results filed as inactive show a strong effect at the top dose
#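 MLSMR compounds (23 nl, pin-transferred) preincubated 10 min at room temperature with a 500nM (2x) first reagent, then RGS4 at 900nM (2x) plus Transcreener GDP mix added; fluorescence polarization (620/688 nm) read before and after 90 min at 30 °C.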
# Vif-A3G inh – inhibitors of Vif-APOBEC3G interaction; Q9HC16; HeLa A3G-eYFP + Vif (tagged APOBEC3G with the HIV-1 protein that degrades it), YFP fluorescence, overnight; Potency, µM (doses to about 46.1 µM), without a hit: at the top dose activity, negative = active, most hits filed as inhibitors; 410,000 compounds, 0.076% hits; AID 602310;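 also: % is scaled to controls: 0 for no effect and ±100 for the full control effect; nearly all actives have a fitted effect of over 60% in size; hits raise eYFP signal because A3G escapes Vif-driven loss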
# Target sequence (Q9HC16 whole entry, looked up): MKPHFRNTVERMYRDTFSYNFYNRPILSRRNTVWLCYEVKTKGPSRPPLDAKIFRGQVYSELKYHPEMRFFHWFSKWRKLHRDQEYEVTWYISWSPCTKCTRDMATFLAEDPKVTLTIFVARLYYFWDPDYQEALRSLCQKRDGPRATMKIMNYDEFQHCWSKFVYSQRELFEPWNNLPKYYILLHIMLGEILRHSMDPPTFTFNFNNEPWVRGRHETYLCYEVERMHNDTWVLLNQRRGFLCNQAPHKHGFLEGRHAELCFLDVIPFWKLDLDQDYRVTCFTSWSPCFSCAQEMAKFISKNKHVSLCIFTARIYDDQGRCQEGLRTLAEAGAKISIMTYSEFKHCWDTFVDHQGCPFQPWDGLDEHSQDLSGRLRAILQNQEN
#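 HeLa cells stably expressing Vif and C-terminally eYFP-tagged A3G, seeded overnight at 37 deg C, then exposed to compound by pintool overnight at 37 deg C. Rise in yellow fluorescence (Ex 488/Em 500-530, Acumen) marks blocked Vif-driven A3G degradation.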
# An asterisk follows results filed as active; ? = inconclusive; . = not tested or not shown; & = joins results of further samples; [ ] = remark or other dose. Calls follow the shape of the dose curve; as a rule, active = well fitted curve in the direction sought with a large enough effect; inconclusive = small, poorly fitted or top-dose-only effect, or another doubt; inactive = no such curve, though single readings can be large; an effect the other way counts as inactive or inconclusive. Potency is read from the fitted curve at half-maximal effect.
cpd	Compound	mIDH1 inhibitor	TrxR1 substrate	Vif-A3F inh	ALOX12 inh	RXFP1 agonist
1	CCOc1ccc(/C=N/NC(=O)c2ccccc2Cl)cc1CN1CC2CC(C1)c1cccc(=O)n1C2 (stereo not given)	-21%	-1%	4%	1%	1.2%
2	Cc1cc(NC(=O)CSc2ccc(-c3ccccc3)nn2)no1	15%	-8%	-6%	0%	-0.9%
3	CC(=O)NC1=NN(C(C)=O)C(c2ccc(F)cc2)S1 (stereo not given)	5%	-7%	-13%	-9%	-2.1%
4	CCOC(=O)C/C(C)=N\Nc1ccc([N+](=O)[O-])cc1[N+](=O)[O-]	7%	-3%[57.1 µM]	-2%	1%	0.9%
5	Cc1ccc(S(=O)(=O)N2CCOCC2)cc1NC(=O)COC(=O)CNC(=O)c1ccccc1	5%	1%	4%	-11%	0.2%
6	CCCNC(=O)COC(=O)CCC(=O)c1cccs1	13%	-11%[57.1 µM]	5%	-9%	3.7%
7	CCOc1ncccc1C(=O)Nc1ccc(C(=O)Nc2ccc(OC)cc2)cc1	6%	14%	4%	8%	?
8	O=C(c1ccc(F)cc1)C1CCN(Cc2cn[nH]c2-c2ccccc2)CC1	3%	2%[57.1 µM]	7%	144%[activator]	-0.1%
9	CC(C)c1onc(C(=O)N(C)Cc2ccccc2)c1[N+](=O)[O-]	3%	1%[57.1 µM]	13%	-3%	-1.0%
10	Cc1ccc(NC(=O)CN2CCCC2c2cccn2C)c(Br)c1 (stereo not given)	18%	0%	1%	-5%	.
11	CCOC(=O)C1CCN(C(=O)c2cc3ccc(OC)cc3[nH]2)CC1	1%	-13%[57.1 µM]	5%	25%&11%	0.5%
12	COc1ccc(NC(=O)NCc2ccccn2)cc1OC	9%	1%	-3%	0%	-0.2%
13	O=C(c1cccnc1)N1N=C2CCCCCC2C1(O)C(F)(F)F (stereo not given)	-7%	1%[57.1 µM]	-1%	-17%	-0.9%
14	Nc1c(-c2nc(-c3ccccc3)no2)nnn1CC(=O)Nc1ccccc1	.	8%	.	1%	3.8%
15	N#CC(C#N)=C1CCCc2sccc21	8%	11%[57.1 µM]	15%	-18%	.

cpd	USP1-UAF1 inh	rTrxR1 inhibitor	RGS4 inh	Vif-A3G inh
1	-24%	3%	8%	-6%
2	-5%	-3%	37%	-2%
3	-11%	-11%	-32%	0%
4	-18%	4%[57.1 µM]	-25%	-7%
5	-17%	7%	-10%	-2%
6	-1%	23%[57.1 µM]	-28%	8%
7	-14%	25%	8%	2%
8	-18%	2%[57.1 µM]	-38%	1%
9	-15%	11%[57.1 µM]	-24%	6%
10	-16%	-2%	15%	-8%
11	-15%	12%[57.1 µM]	-20%	4%
12	-17%	8%	-9%	-2%
13	-7%	-3%[57.1 µM]	13%	-1%
14	-31%	28%	-6%	.
15	-22%	13%[11.4 µM]	-4%	-1%

# Record cards, as listed above.
# Record of Nc1c(-c2nc(-c3ccccc3)no2)nnn1CC(=O)Nc1ccccc1 = mIDH1 inhibitor = .; TrxR1 substrate = 8%; Vif-A3F inh = .; ALOX12 inh = 1%; RXFP1 agonist = 3.8%; USP1-UAF1 inh = -31%; rTrxR1 inhibitor = 28%; RGS4 inh = -6%; Vif-A3G inh = .
# Record of O=C(c1ccc(F)cc1)C1CCN(Cc2cn[nH]c2-c2ccccc2)CC1 = mIDH1 inhibitor = 3%; TrxR1 substrate = 2%[57.1 µM]; Vif-A3F inh = 7%; ALOX12 inh = 144%[activator]; RXFP1 agonist = -0.1%; USP1-UAF1 inh = -18%; rTrxR1 inhibitor = 2%[57.1 µM]; RGS4 inh = -38%; Vif-A3G inh = 1%
# Record of CCOc1ccc(/C=N/NC(=O)c2ccccc2Cl)cc1CN1CC2CC(C1)c1cccc(=O)n1C2 (stereo not given) = mIDH1 inhibitor = -21%; TrxR1 substrate = -1%; Vif-A3F inh = 4%; ALOX12 inh = 1%; RXFP1 agonist = 1.2%; USP1-UAF1 inh = -24%; rTrxR1 inhibitor = 3%; RGS4 inh = 8%; Vif-A3G inh = -6%

# More compounds follow.
cpd	Compound	mIDH1 inhibitor	TrxR1 substrate	Vif-A3F inh	ALOX12 inh	RXFP1 agonist
16	COc1ccc2[nH]c(=O)c(CN(Cc3nnnn3Cc3ccccc3)CC3CCCO3)cc2c1 (stereo not given)	7%	19%	-1%	-13%	0.5%
17	CS(=O)(=O)N(CC(=O)NC1CCCCC1)Cc1ccc(Cl)cc1	-3%	6%[11.4 µM]	-9%	20%	-1.0%
18	CC(=O)c1ccc(NC(=O)COC(=O)C2CCN(S(=O)(=O)c3cccs3)CC2)cc1	5%	3%	-24%	?	0.1%
19	CC1(C)Cc2c(c(N3CCOCC3)nc3sc(C(=O)Nc4ccccc4)c(N)c23)CO1	-4%	42%[activator]	1%	-29%	3.5%
20	Cc1c(CNCCc2ccccc2)c(C(=O)O)c(C)n1-c1ccccc1	0%	-6%	0%	-14%	0.0%
21	O=c1[nH]c(=O)c2ccccc2o1	2%	4%	15%	38%[activator]	.
22	CCCNC(=O)C1(CC2CC(c3ccccc3)=NO2)CCNCC1 (stereo not given)	-1%	12%[57.1 µM]	3%	6%	.
23	COc1ccc(NC(=O)C(c2ccc(C)cc2)N(C)C(=O)CNC(C)=O)cc1 (stereo not given)	0%	-3%	3%	0%	1.2%
24	CC(C(=O)NCc1ccccc1)N1Cc2ccccc2C1=O (stereo not given)	-4%	1%	-10%	4%	1.6%
25	COc1cscc1C(=O)O	-5%	6%	3%	?	1.1%
26	CCOC(=O)Nc1ccc2c(c1)OCO2	-2%	2%	-14%	-7%	1.0%
27	CC(C)CCNC(=O)c1cccc(-n2cnc3cccnc32)c1	20%	-9%	0%	-6%	-0.7%
28	Cc1cccc(-c2noc(-c3c(C)noc3C)n2)c1	14%	-13%[11.4 µM]	-19%	0%	0.7%
29	COc1ccc(CNCCSc2nnnn2C)cc1OC	1%	4%	1%	13%	-0.9%
30	Cc1ccc(C(=O)N(Cc2ccco2)Cc2ccco2)cc1	22%	5%	0%	?	1.2%

cpd	USP1-UAF1 inh	rTrxR1 inhibitor	RGS4 inh	Vif-A3G inh
16	?	?	20%	-4%
17	-7%	9%[11.4 µM]	11%	-1%
18	-17%	21%	-51%	0%
19	-19%	26%	4%	-1%
20	-25%	-29%	17%	-6%
21	-6%	1%	-3%	1%
22	-18%	?	-29%	-2%
23	-18%	0%	-16%	-9%
24	-5%	13%	16%	-4%
25	3%	8%[57.1 µM]	0%	1%
26	-8%	-1%	17%[56.9 µM]	1%
27	-25%	-11%	23%	-1%
28	-8%	47%[activator][11.4 µM]	-15%	2%
29	-17%	38%[activator]	33%	0%
30	-7%	18%	5%	-12%

# More records follow.
cpd	Compound	mIDH1 inhibitor	TrxR1 substrate	Vif-A3F inh	ALOX12 inh	RXFP1 agonist
31	Cc1cccc(NC(=O)c2ccc3ccccc3n2)n1	8%	3%[57.1 µM]	4%	-27%	0.0%
32	Cc1cc(C(=O)Nc2c(C)nn(Cc3c(Cl)cccc3Cl)c2C)no1	2%	4%	-7%	-2%	4.5%
33	O=C(NC(=S)N1CCc2ccccc21)C1CCC1	19%	8%[57.1 µM]	-16%	-16%	-0.1%
34	Cc1ccc(NC(=O)CSc2nnc(-c3ccco3)c(-c3ccco3)n2)cc1	6%	-13%	-15%	?	2.3%
35	COc1ccc(C(=O)NCC(=O)N/N=C/c2c(C)[nH]c3ccccc23)cc1OC	4%	-8%	1%	2%	-1.7%
36	O=C(O)c1ccc(C(=O)O)c(C(=O)c2ccc(NC(=O)c3ccccc3)cc2)c1	0%	-5%	3%	7%	0.2%
37	O=C(NC1CCN(S(=O)(=O)c2cccc(Cl)c2)CC1)C1CCCCC1	-1%	-16%	-3%	-12%	2.1%
38	Cc1ccc(S(=O)(=O)N(CC(=O)N/N=C/c2ccco2)c2cc(Cl)cc(Cl)c2)cc1	5%	-1%	-4%	-22%	-1.8%
39	CC1(CCc2ccccc2)NC(=O)N(Cc2cc([N+](=O)[O-])cc3c2OCOC3)C1=O (stereo not given)	-8%	1%[11.4 µM]	10%	-10%	0.9%
40	CC(C)N(Cc1ccccc1)C(=O)COC(=O)C1CCCCC1	15%	6%[57.1 µM]	-5%	-13%	.
41	CCNC(=S)NNC(=O)c1cccs1	6%	-11%	-2%	2%	1.6%
42	O=C(CNC(=O)c1cc(=O)[nH]c2ccccc12)Nc1ccc(F)c(F)c1	-5%	-6%	7%	-18%	-0.7%

cpd	USP1-UAF1 inh	rTrxR1 inhibitor	RGS4 inh	Vif-A3G inh
31	-16%	9%[57.1 µM]	-22%	-4%
32	-12%	7%	-34%	-15%
33	-13%	1%[57.1 µM]	-1%	-1%
34	-17%	1µM*	?	?
35	-18%	2%	-5%	-5%
36	-24%	3%	13%	1%
37	-17%	-16%	20%	3%
38	-15%	-4%	-44%	?
39	-13%	14%[11.4 µM]	2%	3%
40	-21%	8%	10%	-4%
41	-4%	-15%	8%	0%
42	-10%	-17%	17%	0%

# Only part of the results is shown; rates above refer to the full screens.
